Source: PubChem BioAssay
INS-1E GSIS act – primary screen for activators of insulin secretion dependent on glucose, INS-1E cells, GLuc reporter luminescence | INS-1E GLuc reporter insulin secretion, 2-3 h | activation, % at 16.6 µM | 0.61% of 370,000 active;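 active means lowest replicate activation of at least 40%, so every replicate reaches that level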;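 further: 0% = median of neutral control wells and 100% = median of IBMX positive control wells; some compounds called inactive have numbers as strong as hits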
LGR2 inh – Drosophila LGR2 receptor signaling inhibition; 0.35% of 380,000 active; inhibition, % at 9.99 µM; HEK293 LGR2, CRE-luciferase, bursicon-stimulated, 4 h;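 active means drop in luminescence signal, shown as inhibition above about 50% in the replicate tests, limit read from the data, passing the limit was not always enough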;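 further: agonist challenge used bursicon conditioned medium at about half maximal strength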
Statin myotox sup – suppressors of simvastatin-induced myotoxicity in C2C12 myotubes. ATP luminescence, 48 h; scaled: DMSO 0, geranylgeraniol control 100. rescue of ATP level, % at 7.49 µM. 0.78% of 330,000 active;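 active means mean ATP rescue above about 67%, or every replicate alone reaching that limit, limit read from the data, passing the limit was not always enough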;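 further: myotubes were challenged with 10 µM simvastatin during compound exposure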
Cneo AK release – causes C. neoformans cell lysis. adenylate kinase release luminescence, 4 h; normalised: neutral wells 0, clomiphene wells 100. lysis activity, % at 15 µM. 0.2% of 360,000 active. AID 651654;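 active means mean lysis activity across replicates of at least 80%, whatever share of replicates individually reach that level; inactive means mean lysis activity below 80%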
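Schedule: static 4 h at 37 °C with compound, 1 h detection; system: C. neoformans cells; benchmarks: Clomiphene as positive control; buffer or medium: fresh YPD medium; measure: luminescence rise reflecting yeast cell lysis; measured by: luminescent adenylate kinase detection reagent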
ARNT-TACC3 inh – disrupts binding between human ARNT and TACC3; Q9Y6A5; AlphaScreen His-ARNT PAS-B/GST-TACC3 binding, luminescence; TACC3 fragment carries E629A point mutation; inhibition, % at 9.99 µM; 0.66% of 390,000 active; AID 623870;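 active means mean inhibition of replicates at least 50% and at least half of replicates each reaching 50%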;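 further: 0% = complete ARNT plus TACC3 wells and 100% = ARNT alone without TACC3; many hits fall short of the cut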
PglD inh – blocks C. jejuni PglD acetyltransferase activity | 0.098% of 360,000 active | inhibition, % at 12.5 µM | purified PglD enzyme, DTNB colorimetric CoA detection; in the data active means inhibition above about 16%, passing the limit was not always enough; further: strong numbers were not always called active
PAX8 reporter – inhibitors of PAX8 transcriptional activity in RMG-I cells | AID 652154 | inhibition, % at 12.6 µM | RMG-I TPO-luciferase reporter, SteadyGlo, 24 h | 1.2% of 360,000 active;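 active means mean replicate inhibition at least 60% with every replicate also reaching 60%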;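 further: luciferase light reporting Pax8 driven TPO promoter activity; plate controls were median of neutral control wells for no effect and mitoxantrone controls for full effect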
PGC1a acetyl inh – PGC1a acetylation modulation, inhibitor mode; U2OS PGC1a acetylation, AlphaScreen anti-acetyl-lysine; with virally co-expressed GCN5 acetyltransferase; inhibition, % at 15.6 µM; 0.17% of 350,000 active; AID 651687;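 active means every replicate shows inhibition of at least 40%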;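 further: 0% = neutral control wells and 100% = positive control wells; some results beyond the cut were filed as inactive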
* hit, by the source's call; & = joins results of further samples.

Cc1ccc(/C(N)=N/OC(=O)c2ccc(F)cc2)cc1 was read as INS-1E GSIS act 6.2, LGR2 inh 4.7, Statin myotox sup -9.1, Cneo AK release -2.6, ARNT-TACC3 inh 1.1, PglD inh 5.3 and PGC1a acetyl inh 8.2.
`O=S1(=O)CCC(NC(=S)N2CCCCCC2)C1` (stereo not drawn) gave INS-1E GSIS act 5.0, LGR2 inh 1.0, Statin myotox sup -7.7, Cneo AK release -2.7, ARNT-TACC3 inh -4.8, PglD inh 0.6 and PAX8 reporter -10.5.
`CN(CCNC(=O)C1CC(=O)N(c2ccc(F)c(Cl)c2)C1)Cc1ccccc1` (stereo not drawn) gave INS-1E GSIS act -12.8, LGR2 inh -5.4, Statin myotox sup -22.4, Cneo AK release -0.7, ARNT-TACC3 inh -0.4, PglD inh 3.9 and PGC1a acetyl inh 6.5.
`O=C(c1ccc(S(=O)(=O)Cc2cc(F)ccc2F)c([N+](=O)[O-])c1)N1CCCCC1` gave INS-1E GSIS act -8.6, LGR2 inh 14.2, ARNT-TACC3 inh -7.1 and PAX8 reporter 52.7.
Screening COc1ccc(C(O)(CCN2CCOCC2)c2ccccc2)cc1 (stereo not drawn) returned INS-1E GSIS act 8.1, LGR2 inh -2.2, Statin myotox sup 0.4, Cneo AK release 0.8, ARNT-TACC3 inh -4.4, PglD inh -0.1, PAX8 reporter -0.8 and PGC1a acetyl inh 6.6.
Screening COc1cccc(OC)c1C(=O)N1CCN(Cc2ccccc2C)CC1 returned INS-1E GSIS act -2.4, LGR2 inh 28.5, Statin myotox sup -16.3, Cneo AK release -1.5, ARNT-TACC3 inh -1.0, PglD inh -0.3 and PGC1a acetyl inh 8.2.
COc1ccc(S(=O)(=O)NC2CCCC2)c(OC)c1 was read as INS-1E GSIS act 29.8, LGR2 inh -10.2, Statin myotox sup 12.0, Cneo AK release 1.5, ARNT-TACC3 inh -17.1, PglD inh -4.3 and PAX8 reporter 5.2.
Cc1cccc(Sc2c([N+](=O)[O-])ncn2C)c1 was read as Statin myotox sup 2.5, Cneo AK release -1.8, ARNT-TACC3 inh -3.2, PglD inh -4.6 and PGC1a acetyl inh 2.6.
CCOc1cc(C(c2c(C)[nH][nH]c2=O)c2c(C)[nH][nH]c2=O)ccc1OS(=O)(=O)c1ccc(C)cc1 was read as INS-1E GSIS act 3.1, LGR2 inh -14.1, Statin myotox sup 5.4, Cneo AK release -3.0, ARNT-TACC3 inh -0.8, PglD inh -6.6 and PGC1a acetyl inh -4.1.
CCCN(C)C[C@@H]1OCCCC[C@@H](C)Oc2ccc(NS(=O)(=O)c3cn(C)cn3)cc2C(=O)N([C@@H](C)CO)C[C@@H]1C was read as INS-1E GSIS act 28.1, LGR2 inh -14.5, Statin myotox sup 7.6, Cneo AK release -0.6, ARNT-TACC3 inh 3.0, PglD inh 4.3, PAX8 reporter -9.0 and PGC1a acetyl inh 0.0.

Two entries drawn at random from the list so far, as already listed:
`O=C(c1ccc(S(=O)(=O)Cc2cc(F)ccc2F)c([N+](=O)[O-])c1)N1CCCCC1` gave INS-1E GSIS act -8.6, LGR2 inh 14.2, ARNT-TACC3 inh -7.1 and PAX8 reporter 52.7.
Cc1cccc(Sc2c([N+](=O)[O-])ncn2C)c1 was read as Statin myotox sup 2.5, Cneo AK release -1.8, ARNT-TACC3 inh -3.2, PglD inh -4.6 and PGC1a acetyl inh 2.6.

Other entries follow.
CCCN(CCO)CCCc1ccccc1 was read as INS-1E GSIS act -1.7, LGR2 inh 3.6, Statin myotox sup 4.2, Cneo AK release 1.5, ARNT-TACC3 inh -7.0, PglD inh 3.2 and PGC1a acetyl inh -2.1.
O=[N+]([O-])c1cc(-c2ccc(/C=N/c3nc4ccccn4c3-c3ccco3)o2)ccc1Cl was read as INS-1E GSIS act -19.1, Statin myotox sup -5.9, Cneo AK release -2.6, ARNT-TACC3 inh 2.7, PglD inh 0.7, PAX8 reporter -5.4 and PGC1a acetyl inh -11.1.
For COc1ccc(CNc2ccncc2)c(OC)c1OC the results were INS-1E GSIS act 1.3, LGR2 inh 7.3, Statin myotox sup -9.0, Cneo AK release -1.1, ARNT-TACC3 inh -0.2, PglD inh -5.5 and PAX8 reporter 14.9.
O=C(CCc1nc2ccccc2c(=O)[nH]1)Nc1ccc(F)c([N+](=O)[O-])c1 was read as INS-1E GSIS act -7.3, LGR2 inh -21.9, ARNT-TACC3 inh -4.5, PAX8 reporter 9.7 and PGC1a acetyl inh -4.6.
COc1ccc(-c2sc3ccccc3c2C#Cc2cncn2C)cc1 was read as INS-1E GSIS act 16.2, LGR2 inh -11.4, Statin myotox sup -8.6, Cneo AK release -1.6, ARNT-TACC3 inh 1.8, PglD inh 0.3, PAX8 reporter 14.7 and PGC1a acetyl inh -11.8.
CCOc1ccccc1NC(=O)COC(=O)CC(NC(N)=O)c1ccc(Cl)cc1 (stereo not drawn) was read as INS-1E GSIS act -10.9, LGR2 inh -0.4, ARNT-TACC3 inh 4.2 and PAX8 reporter 19.5.
O=C1CC[C@@H]2c3[nH]c4ccc(Br)cc4c3CCN12 was read as Cneo AK release -6.0, ARNT-TACC3 inh -0.1, PglD inh 0.8, PAX8 reporter -5.8 and PGC1a acetyl inh -1.5.
`CCOC(=O)c1sc(NC(=O)CSc2nnc(-c3ccc(OC)cc3)n2CCOC)nc1C` gave Statin myotox sup -6.1, Cneo AK release 0.4, ARNT-TACC3 inh -9.9, PglD inh -0.3, PAX8 reporter 12.7 and PGC1a acetyl inh 10.7.
Screening O=C(/C=C/c1c(Cl)cccc1Cl)NCCc1ccccc1 returned Statin myotox sup -14.3, Cneo AK release 1.5, ARNT-TACC3 inh -5.0, PglD inh 1.6 and PGC1a acetyl inh -5.0.
For C[C@@H]1CN([C@@H](C)CO)C(=O)CCCn2nncc2CO[C@H]1CN(C)C(=O)Nc1cccc(Oc2ccccn2)c1 the results were INS-1E GSIS act -3.6&2.0, LGR2 inh 1.3&2.5, Statin myotox sup -1.5&11.6&-0.4, Cneo AK release -0.8&-1.2&7.3, ARNT-TACC3 inh 3.3&0.9, PglD inh -6.8&5.4&-2.8, PAX8 reporter -9.1&-2.2 and PGC1a acetyl inh -3.0&4.1.
`c1ccc(-n2cc(CNCCc3cscn3)c(-c3ccc4c(c3)OCO4)n2)cc1` gave INS-1E GSIS act -5.1, LGR2 inh -10.1, Statin myotox sup -12.7, Cneo AK release 0.3, ARNT-TACC3 inh 4.4, PglD inh 6.4 and PAX8 reporter -4.8.
COc1ccc(-c2ccc3c(c2)O[C@@H](CN(C)C(C)=O)[C@@H](C)CN([C@H](C)CO)S3(=O)=O)cc1 was read as INS-1E GSIS act -9.1, LGR2 inh -21.6, Statin myotox sup 11.6, Cneo AK release 51.0, ARNT-TACC3 inh -0.5, PglD inh -3.1 and PGC1a acetyl inh 10.2.
`CCc1ccc(NC(=O)CSc2nc3ccsc3c(=O)n2CCC(=O)O)cc1` gave INS-1E GSIS act 17.0, LGR2 inh -4.8, Statin myotox sup 0.9, Cneo AK release -0.9, ARNT-TACC3 inh -2.6, PglD inh 7.0, PAX8 reporter 45.1 and PGC1a acetyl inh -2.7.
For CC(C)NC(=O)N(C)C[C@H]1Oc2ccc(NC(=O)Nc3ccc(C(F)(F)F)cc3)cc2CC(=O)N([C@H](C)CO)C[C@H]1C the results were INS-1E GSIS act 14.3, LGR2 inh -1.4, Statin myotox sup -60.0, Cneo AK release -5.4, ARNT-TACC3 inh 17.2, PglD inh -1.3, PAX8 reporter 9.4 and PGC1a acetyl inh -2.9.
`C[C@@H]1CCCCO[C@@H](CN(C)CC2CCCCC2)[C@@H](C)CN([C@@H](C)CO)C(=O)c2cc(NS(=O)(=O)c3ccc(Cl)cc3)ccc2O1` gave INS-1E GSIS act -17.3, LGR2 inh 6.3, Cneo AK release 11.7, ARNT-TACC3 inh -0.8, PglD inh -1.8, PAX8 reporter 33.7 and PGC1a acetyl inh -2.2.
For C[C@@H]1CN([C@H](C)CO)C(=O)c2cccc(NC(=O)C3CCOCC3)c2O[C@@H]1CN(C)S(=O)(=O)c1cn(C)cn1 the results were INS-1E GSIS act 24.9, LGR2 inh -0.1, Statin myotox sup 7.4, Cneo AK release -1.6, ARNT-TACC3 inh -12.2, PglD inh 0.0 and PGC1a acetyl inh 4.4.
Screening Cc1ccc(-c2cc(C(F)(F)F)c(C#N)c(=O)[nH]2)cc1 returned INS-1E GSIS act -28.4, LGR2 inh 4.9, ARNT-TACC3 inh -11.1, PglD inh 8.8, PAX8 reporter 2.9 and PGC1a acetyl inh 9.6.
`COc1cc(C(=O)NCC(C)(C)CNC(=O)c2cc(OC)c(OC)c(OC)c2)cc(OC)c1OC` gave INS-1E GSIS act 0.5, LGR2 inh -44.2, Statin myotox sup -19.9, Cneo AK release 0.6, ARNT-TACC3 inh 0.3, PglD inh 3.2, PAX8 reporter 9.3 and PGC1a acetyl inh 5.1.
Screening COc1ccccc1C(=O)Nc1nc(-c2cccs2)c(NC(C)=O)s1 returned Cneo AK release -3.4, ARNT-TACC3 inh 1.8, PglD inh 5.9, PAX8 reporter -152.8 and PGC1a acetyl inh -9.0.
O=C(NN1C(=O)C2C3C=CC(C4CC34)C2C1=O)c1ccccc1Cl (stereo not drawn) was read as INS-1E GSIS act -5.5, LGR2 inh 4.6, ARNT-TACC3 inh -3.8, PAX8 reporter -4.7 and PGC1a acetyl inh -3.4.
`COc1ccc(NC(=O)Nc2nnc(Cc3ccc(F)cc3)s2)cc1` gave INS-1E GSIS act -17.6, LGR2 inh -18.4, Statin myotox sup 15.3, Cneo AK release 1.5, ARNT-TACC3 inh 0.6, PglD inh -5.5, PAX8 reporter 9.0 and PGC1a acetyl inh 0.3.
For COc1ccc(Cc2nc3ccc(C(=O)NCCn4cccn4)cc3o2)cc1 the results were INS-1E GSIS act 2.1, LGR2 inh 4.8, Statin myotox sup 10.6, Cneo AK release 0.9, ARNT-TACC3 inh -0.4, PglD inh -2.0 and PAX8 reporter -12.3.
For O=C(NCC[C@@H]1CC[C@@H](NC(=O)c2cnccn2)[C@@H](CO)O1)c1ccc2c(c1)OCO2 the results were INS-1E GSIS act -3.9&4.9, LGR2 inh -6.1&0.4, Statin myotox sup -2.1, Cneo AK release 1.5, ARNT-TACC3 inh -6.7, PglD inh 2.3, PAX8 reporter 4.0&-3.0 and PGC1a acetyl inh -4.5.
N#Cc1ccccc1OCC(=O)NNC(=O)CCNC(=O)c1ccccc1 was read as INS-1E GSIS act 5.9, LGR2 inh 5.1, Statin myotox sup 1.0, Cneo AK release 1.4, PglD inh 1.5 and PAX8 reporter -7.6.
`Cc1cc(-c2nc(C)c(C(=O)NNS(=O)(=O)c3cccc(C(F)(F)F)c3)s2)no1` gave INS-1E GSIS act 0.1, LGR2 inh -8.0, Statin myotox sup 1.5, Cneo AK release 1.5, PglD inh 5.4, PAX8 reporter 1.7 and PGC1a acetyl inh 3.3.
`CCOC(=O)C1CCN(C(=O)Nc2ccc(NC(=O)C3CCN(C(=O)OCC)CC3)cc2)CC1` gave Statin myotox sup 6.2, Cneo AK release -0.7, ARNT-TACC3 inh -2.3, PglD inh 5.0 and PGC1a acetyl inh -2.0.
COc1ccc(OC)c(-c2csc3nnc(SCC(=O)Nc4ccc(NC(C)=O)cc4)n23)c1 was read as INS-1E GSIS act -19.1, LGR2 inh 0.1, Statin myotox sup -0.2, Cneo AK release -1.3, ARNT-TACC3 inh -4.9, PglD inh 1.8 and PGC1a acetyl inh 21.5.
`Cn1c(=O)c(Oc2cc(Cl)cc(Cl)c2)nc2ccccc21` gave Statin myotox sup 0.0, Cneo AK release 9.4, ARNT-TACC3 inh 1.8, PglD inh 9.4 and PGC1a acetyl inh -5.6.
`COC(=O)c1ccc2c(=O)[nH]c(CSc3nc(C)cs3)nc2c1` gave INS-1E GSIS act -20.4, LGR2 inh -38.5, Statin myotox sup 3.0, Cneo AK release 0.7, ARNT-TACC3 inh 0.6, PglD inh 5.3, PAX8 reporter -38.9 and PGC1a acetyl inh 5.7.
